Ins promoter up: insulin promoter activators in MIN6 cells, imaging, high-content screening, mouse beta cells; MIN6 insulin promoter-GFP reporter; hits give high values; 190,000 compounds, 0.3% hits; z-score at 5 µM;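 active means z-score above 3 at 5 µM with at least 500 cells counted in the well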
NOD1 NF-kB reporter: NOD1 signaling inhibitors, primary screen, cell-based, luminescence, uHTS (AID 1578). 290,000 compounds, 1% hits. NOD1-driven NF-kB luciferase reporter cells, luminescence; higher % means a stronger effect. inhibition, % at 4 µM; hits with a dose series show EC50 in µM; in the data active means inhibition mostly above about 36%, no sharp cut-off; inactive means mostly below about 34%;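 further: HEK-293T reporter cells stimulated with the NOD1 agonist gamma-tri-DAP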
b-catenin transl: modulators of beta-catenin nuclear translocation, primary screen, imaging, HeLa cells, immunofluorescence, high-content; 190,000 compounds, 0.3% hits; nuclear translocation activity, % at 5 µM; AID 1665, 2009;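 active means nuclear translocation activity above 50% at 5 µM, with a well cell count of 50 or more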;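 further: per-cell ratio of nuclear to cytoplasmic median beta-catenin stain intensity; plate controls were DMSO negative control for no effect and GSK-3 inhibitor IX positive control for full effect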
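test system = HeLa cells, endogenous beta-catenin | dosing = single 5 µM dose plus 0.02–20 µM confirmation series | times = compound treatment 24 h, 37°C, 5% CO2 | technique = beta-catenin immunofluorescence imaging with DAPI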
HEK293 NOD2/NF-kB: NOD2 signaling inhibitors, cell-based, luminescence, uHTS, HEK293 (AID 1566). HEK293 NOD2/NF-kB luciferase reporter, luminescence; higher % means a stronger effect. one-dose inhibition, % at 4 µM; EC50 in µM for titrated hits. 290,000 compounds, 0.63% hits; in the data active means inhibition above about 50%; further: many of its hits are not listed in these tables
Dynein cargo inh: inhibitors of GR-EGFP nuclear translocation, primary screen, dynein cargo transport inhibitor project, imaging, high-content, 3617.4 mouse cells. z-score, hits read low. 220,000 compounds, 0.47% hits. test concentration mostly 20 µM; stimulated with dexamethasone, 1 µM; hits give low values;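 active means plate z-score of nuclear minus cytoplasmic receptor signal below a set negative limit, without overly bright fluorescence or cell loss, cut at about -3.5 in these data, passing the limit was not always enough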;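 further: z-score of nuclear minus cytoplasmic ring GR-EGFP intensity difference per well; some compounds called inactive have numbers as strong as hits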
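Buffer or medium: tet-free, stripped-serum medium; Also added: dexamethasone, 1.0 µM final; Technique: high-content fluorescence imaging after fixation; Times: 48 h induction, 1 h compound, 30 min dex at 37 °C; Read-out: per-cell GR-EGFP intensity, nucleus versus surrounding cytoplasmic ring, well-averaged.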
Autophagy mod: autophagy modulators in MEF cells, primary screen, imaging, high-content, MEF GFP-LC3; AID 463193, 2010; MEF GFP-LC3 puncta imaging; test concentration mostly 10 µM; calls only at 10 µM (by protocol); 190,000 compounds, 0.98% hits;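 active means percentage of spot-positive cells more than 3 SD above its plate mean, without a fluorescence outlier flag or 80% toxicity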;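 further: spot-positive cell cutoff set from DMSO-treated cells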
Yfh1-off respiration: enhancers of respiration in Yfh1-depleted yeast, dose response, Friedreich's ataxia, plus single-dose screen (AID 1465) | 220,000 compounds, 0.074% hits | S. cerevisiae Yfh1-off respiration, WST-1 reduction, 72 h; higher fold induction means a stronger effect | fold induction at 50 µM, or EC50 in µM where a hit was titrated;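 active means fold induction of absorbance versus untreated yeast above a set limit, then at least 30% activation at any dose in follow-up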;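 further: activators that raise dye reduction in frataxin-depleted yeast; strong numbers were not always called active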
MT stabilize HCS: microtubule stabilizers in HeLa cells, primary screen, imaging, high-content imaging; HeLa tubulin immunostaining HCS, 24 h; share of cells brighter than vehicle mean+2SD; % tubulin-high responders, % at 10 µM; 200,000 compounds, 0.83% hits;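 active means plate Z-score above 3 for both tubulin-high and condensed-nucleus cell shares, with cell loss under 80%, at 10 µM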;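 further: anti alpha tubulin signal scored within the nucleus-defined area of each cell; some results filed as inactive read as strong as hits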
M17LAP inhibition: P. falciparum M17LAP inhibitors, primary screen, biochemical, fluorogenic H-Leu-NHMec substrate, 1536-well (AID 1619). Leucine aminopeptidase (Plasmodium falciparum (isolate 3D7)). recombinant M17LAP, H-Leu-NHMec fluorogenic kinetic assay; higher % means a stronger effect. inhibition, % at 30 µM, or IC50 in µM where a hit was titrated. 220,000 compounds, 0.38% hits;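 active means compound inhibiting the enzyme by more than half at any dose during confirmatory dose-response retesting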;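 further: plate controls were full reaction with DMSO carrier for no effect and no enzyme background for full effect; strong numbers were not always called active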
Dynein cargo inh cytoplasmic EGFP: second read-out of Dynein cargo inh, no call of its own (marks repeat the call); z-score; measured here: cytoplasmic GR-EGFP intensity; hits give high values
Dynein cargo inh nuclear GR-EGFP: also measured in Dynein cargo inh; calls as there; z-score; measured here: nuclear GR-EGFP intensity;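 lower value marks the stronger effect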
Dynein cargo inh cell count: recorded beside Dynein cargo inh, whose call it bears; z-score; measured here: cell count per field
Ins promoter up cell count: recorded beside Ins promoter up, whose call it bears; cell count; measured here: cytotoxicity, nuclei count;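 total cells summed across four imaged fields per well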
b-catenin transl cell count 5 µM: also measured in b-catenin transl; calls as there; cell count; measured here: cell count, cytotoxicity flag
MT stabilize HCS Hoechst-high %: recorded beside MT stabilize HCS, whose call it bears; % Hoechst-high responders; measured here: nuclear condensation Hoechst responders;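 share of cells brighter than vehicle mean plus two SD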
MT stabilize HCS cytotoxicity %: second read-out of MT stabilize HCS, no call of its own (marks repeat the call); toxicity, %; measured here: cytotoxicity by cell density;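 0% = mean cell density of plate MIN control wells and 100% = no cells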
Autophagy mod cell loss 18 h: recorded beside Autophagy mod, whose call it bears; toxicity, %; measured here: cell loss, nuclei count;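 cell loss after 18 h compound exposure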
Active calls of the source: *; i = inactive; nt = not tested or not shown.

SMILES | Ins promoter up | Ins promoter up cell count | NOD1 NF-kB reporter | b-catenin transl | b-catenin transl cell count 5 µM | HEK293 NOD2/NF-kB | Dynein cargo inh | Dynein cargo inh cytoplasmic EGFP | Dynein cargo inh nuclear GR-EGFP | Dynein cargo inh cell count | Autophagy mod | Autophagy mod cell loss 18 h | Yfh1-off respiration | MT stabilize HCS | MT stabilize HCS Hoechst-high % | MT stabilize HCS cytotoxicity % | M17LAP inhibition
COc1ccccc1CNC(=O)c1cnc2sccn2c1=O | 0.6 | 1822 | -4% | 0.0 | 1038 | -8% | nt | nt | nt | nt | nt | nt | i | nt | nt | nt | nt
O=C(CSc1ccc(Cl)cc1)Nn1cnnc1 | 0.03 | 1118 | -2% | -5.1 | 986 | -6% | -0.38 | -0.2 | 0.064 | 0.21 | i | 7 | i | 3.4 | 2.6 | 0.4 | 9%
CN(C)S(=O)(=O)c1ccc(NC(=O)Cc2ccc(S(=O)(=O)N3CCOCC3)s2)cc1 | 0.05 | 1231 | -42% | -0.6 | 1100 | 16% | 0.91 | -0.3 | 0.46 | -1.1 | i | 16 | i | 0.8 | 1.5 | 0.3 | -4%
Cc1ccc2cc(C(c3nnnn3C3CCCC3)N3CCOCC3)c(=O)[nH]c2c1C (stereo not given) | 0.44 | 1317 | nt | 2.7 | 1360 | 7% | 0.67 | -0.24 | 0.61 | -0.93 | i | -6 | i | 4.8 | 2.8 | 7.3 | -3%
C#CCOCCOCCOCCNc1nc(N2CCN(C(=O)[C@H](CCC(=O)O)n3cc(C(N)CO)nn3)CC2)nc(N2CCN(C(=O)[C@H](Cc3cc4ccccc4[nH]3)n3cc(C(N)[C@H](C)CC)nn3)CC2)n1 (stereo not given in full) | 0.5 | 1068 | -3% | 3.4 | 1092 | -15% | -0.66 | -0.32 | -0.053 | 0.055 | i | 5 | i | 2.6 | 0.9 | 6.0 | -7%
C=CCc1cccc2cc(C(=O)Nc3ccc(NC(C)=O)cc3)c(=O)oc12 | -0.3 | 1123 | -39% | 5.3 | 1549 | 21% | -0.17 | -0.17 | -0.16 | 0.1 | i | 19 | i | 2.1 | 3.1 | 6.9 | 17%
Cc1occc1C(=O)N/N=C/c1ccccn1 | -0.07 | 1466 | -43% | -0.5 | 1050 | -36% | 0.59 | -0.25 | 0.24 | -0.76 | i | 3 | i | 2.4 | 1.0 | 6.2 | 21%
CC(=O)c1cc(F)c(N2CCN(C(=O)Cc3ccccc3)CC2)cc1C | nt | nt | -1% | 0.8 | 1018 | -23% | -1.8 | -0.11 | -0.65 | 0.92 | i | 5 | i | 2.9 | 1.6 | 7.1 | 10%
COc1ccccc1NC(=O)CSc1nnc(-c2ccco2)o1 | 0.98 | 1263 | -20% | -4.8 | 967 | 3% | -0.56 | -0.34 | -0.15 | -0.22 | i | 9 | i | 6.6 | 2.6 | 8.5 | -1%
CN(Cc1ccccc1)C(=O)c1cc(-c2ccc(Br)cc2)on1 | nt | nt | -37% | -2.1 | 1210 | -24% | -0.51 | -0.24 | 0.0088 | -0.48 | i | -7 | i | 1.4 | 2.3 | 12 | 0%
S=C(NCCc1ccc(Cl)cc1)Nc1ccc(Cl)cc1Cl | -0.29 | 1331 | nt | 1.6 | 959 | nt | -0.77 | -0.18 | -0.51 | -0.06 | i | -17 | i | 2.5 | 1.2 | 1.1 | -2%
N/C(Cc1cccc2ccccc12)=N\O | 1.7 | 1351 | -13% | 1.7 | 1118 | 10% | 2.8 | -0.12 | 1 | -1.7 | nt | nt | i | nt | nt | nt | -2%
COC(=O)c1sc(NC(=O)COc2ccccc2)nc1C | -0.64 | 996 | -46% | nt | nt | -64% | 0.24 | -0.27 | 0.17 | -0.11 | i | 3 | nt | 1.9 | 2.1 | 4.8 | 6%
Cc1ccsc1C(=O)Nc1ccc(F)c([N+](=O)[O-])c1 | 0.46 | 1294 | -36% | nt | nt | -14% | 0.13 | 0.14 | 0.27 | -1.1 | i | -13 | i | 1.4 | 1.9 | 7.1 | -13%
CC(C)(C)c1ccccc1NC(=O)Cn1c(=O)cnc2ccccc21 | -0.14 | 1335 | -27% | -4.3 | 603 | -6% | 0.18 | -0.19 | 0.38 | -0.23 | i | -7 | i | 1.6 | 1.8 | 5.9 | 13%
O=C(Nn1c(C2CCCCC2)nc2ccccc2c1=O)c1ccc(Cl)c([N+](=O)[O-])c1 | 0.32 | 1365 | -28% | -4.8 | 604 | 8% | -0.97 | -0.033 | -0.79 | 0.47 | i | 8 | i | 3.0 | 2.2 | 3.0 | 0%
C=C1CCN([C@@H](C)C(=O)NCCCCCC)S(=O)(=O)c2ccccc21 | -0.45 | 1092 | -3% | -1.5 | 1234 | 13% | -0.46 | -0.68 | -0.16 | -0.41 | nt | nt | i | nt | nt | nt | 1%
COc1ccc(/C=C2\N=C(c3ccccc3)NNC2=O)cc1 | -0.05 | 1065 | -6% | -0.5 | 1351 | 12% | -0.1 | 0.87 | -0.15 | -0.65 | nt | nt | i | nt | nt | nt | 7%
COC(=O)c1ccc(NC(=O)C2CCCN2S(=O)(=O)c2ccc(C)cc2)cc1 (stereo not given) | 0.17 | 1503 | -1% | -1.8 | 1119 | 6% | 0.35 | -0.2 | 0.38 | 0.21 | i | 7 | i | 3.7 | 2.6 | 6.0 | 7%
CCC(C)c1ccc(NC(=O)c2cnn3c(C(F)F)cc(C)nc23)cc1 (stereo not given) | -0.72 | 1502 | -7% | 0.2 | 1057 | 30% | -1.4 | 0.26 | -0.7 | 0.62 | i | 14 | i | 2.6 | 2.6 | 12 | -7%
COc1ccc(C(=O)OCC(=O)NCC2CCCO2)cc1 (stereo not given) | -0.16 | 1236 | -37% | -3.6 | 1112 | 2% | 0.25 | -0.23 | 0.18 | 0.1 | i | 8 | i | 2.8 | 2.3 | 8.3 | -5%
CCCCn1c(=O)n(CC(O)c2ccccc2)c(=O)c2c1ncn2C1CCCC1 (stereo not given) | nt | nt | 11% | nt | nt | 17% | -0.49 | -0.18 | -0.19 | 0.51 | i | -20 | i | 2.2 | 2.7 | 14 | 14%
Cc1ccc(N/N=C(\C#N)C(=N)N2CCCCCC2)cc1 | -0.27 | 1175 | -46% | 0.5 | 1056 | -123% | 2 | -0.0025 | 1.3 | -1.8 | i | 21 | i | 5.6 | 1.2 | 5.3 | 3%
COc1ccc(CCc2nnc(CCC(=O)NCc3cc(C(C)C)no3)o2)cc1 | nt | nt | -58% | 0.1 | 1604 | -51% | 0.69 | 0.52 | 0.81 | -0.57 | i | -1 | i | 0.5 | 1.3 | 0.4 | 18%
Cc1nc2c(-c3ccc(Cl)cc3)cnn2c2c1CCC2 | -0.81 | 1238 | -21% | 8.2 | 765 | -37% | -0.41 | -0.27 | 0.13 | 0.21 | i | 3 | i | 1.6 | 1.6 | 8.6 | 2%
COc1cccc(Cn2nnc(C(=O)Nc3ccc(C)cc3)c2N)c1 | 0.55 | 954 | -15% | nt | nt | -29% | 1.3 | 0.056 | 0.96 | -0.83 | i | 2 | i | 2.9 | 3.5 | 1.3 | -10%
O=C(COc1ccc(-c2ccccc2)cc1)NNC(=O)NC1CCCCC1 | -0.18 | 1584 | -15% | -1.7 | 938 | 12% | 0.45 | -0.22 | 0.49 | 0.24 | i | 0 | i | 3.3 | 1.8 | 9.4 | 6%
Cc1ccc(-c2nnc3sc(CCc4ccccc4)nn23)cc1 | 1.4 | 1238 | -17% | nt | nt | -1% | -0.82 | -0.27 | -0.51 | 1.2 | i | 2 | i | 2.1 | 2.4 | 5.0 | 9%
COc1ccccc1CC(NC(C)=O)C(=O)N1CCN(C(=O)c2cccs2)CC1 (stereo not given) | 0.42 | 1064 | -6% | -1.6 | 1185 | 9% | 0.0062 | -0.25 | -0.058 | 0.21 | i | 3 | i | 2.9 | 1.7 | 8.0 | -13%
O=C(CN1C(=O)NC(Cc2ccccc2)(Cc2ccccc2)C1=O)NCC1CCCCC1 | 0.1 | 863 | -18% | -0.6 | 1226 | -4% | 2.7 | 0.41 | 2.3 | -1.8 | i | 8 | nt | 2.0 | 1.4 | 6.2 | 13%
CC(C)NC(=O)NC(=O)COC(=O)CCCSc1nc2ccccc2s1 | -0.76 | 1363 | 28% | 1.0 | 991 | 29% | 0.74 | -0.13 | 0.56 | -0.71 | i | 9 | i | 3.9 | 1.5 | 7.5 | -3%
COc1ccc(C(c2nnnn2Cc2ccc(F)cc2)N2CCN(c3ccc(OC)cc3)CC2)cc1 (stereo not given) | -1.1 | 1071 | -4% | -3.8 | 1153 | -10% | 0.64 | -0.24 | 0.77 | -1 | i | -2 | i | 6.5 | 2.7 | 7.6 | 12%

Quoted at random: 2 entries already listed, in no set order.
SMILES | Ins promoter up | Ins promoter up cell count | NOD1 NF-kB reporter | b-catenin transl | b-catenin transl cell count 5 µM | HEK293 NOD2/NF-kB | Dynein cargo inh | Dynein cargo inh cytoplasmic EGFP | Dynein cargo inh nuclear GR-EGFP | Dynein cargo inh cell count | Autophagy mod | Autophagy mod cell loss 18 h | Yfh1-off respiration | MT stabilize HCS | MT stabilize HCS Hoechst-high % | MT stabilize HCS cytotoxicity % | M17LAP inhibition
COC(=O)c1sc(NC(=O)COc2ccccc2)nc1C | -0.64 | 996 | -46% | nt | nt | -64% | 0.24 | -0.27 | 0.17 | -0.11 | i | 3 | nt | 1.9 | 2.1 | 4.8 | 6%
COc1ccc(C(c2nnnn2Cc2ccc(F)cc2)N2CCN(c3ccc(OC)cc3)CC2)cc1 (stereo not given) | -1.1 | 1071 | -4% | -3.8 | 1153 | -10% | 0.64 | -0.24 | 0.77 | -1 | i | -2 | i | 6.5 | 2.7 | 7.6 | 12%

Assay outcomes deposited in PubChem by several laboratories.

An excerpt; rates above refer to the full screens.
